TRPM1 prom inh – inhibitors of MITF-driven TRPM1 promoter in melanoma cells; 330,000 compounds, 0.83% hits; inhibition, % at 12.5 µM; SK-MEL-5 TRPM1 promoter luciferase, 24 h;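 active means mean inhibition across replicates of 60% or more, whatever share of single replicates reaches that level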; further: values of inactives mirror those of a sister screen read the other way
Peg3 prom inh – Peg3 promoter activity inhibition; HeLa PEG-Prom luciferase reporter, luminescence, overnight; 360,000 compounds, 1.7% hits; inhibition, % at 20 µM;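 active means inhibition of at least 50% at 20 µM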
NR2E3 ag-1 – agonists of human NR2E3 nuclear receptor; Q9Y5X4; CHO-S Gal4-NCOR/VP16-NR2E3 two-hybrid, luciferase; 360,000 compounds, 0.35% hits; inhibition of corepressor binding, % at 3.98 µM; AID 602229;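 active means inhibition above the mean of all tested compounds plus 3 SD, cut at about 70% in these data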;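 further: 0% = DMSO with NR2E3 transfected cells and 100% = cells lacking NR2E3 construct; higher means lower luciferase signal from less NR2E3 corepressor binding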
Target sequence (Q9Y5X4 whole entry, looked up, the tested form may be a part): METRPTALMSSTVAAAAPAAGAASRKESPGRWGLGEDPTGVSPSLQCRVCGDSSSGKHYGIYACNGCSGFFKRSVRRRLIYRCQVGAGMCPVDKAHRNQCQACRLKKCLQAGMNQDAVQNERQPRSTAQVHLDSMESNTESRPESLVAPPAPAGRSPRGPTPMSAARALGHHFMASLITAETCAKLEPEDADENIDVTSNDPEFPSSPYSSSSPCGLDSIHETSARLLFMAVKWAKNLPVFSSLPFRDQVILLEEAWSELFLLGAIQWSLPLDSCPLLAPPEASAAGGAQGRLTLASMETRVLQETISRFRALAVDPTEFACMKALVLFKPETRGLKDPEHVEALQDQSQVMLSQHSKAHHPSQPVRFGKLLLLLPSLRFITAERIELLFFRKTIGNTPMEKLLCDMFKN
HIF-2a inh – inhibitors of HIF-2a; 786-0 RCC cells HIF-2a reporter, luciferase luminescence, overnight; inhibition, % at 18.8 µM; 360,000 compounds, 0.72% hits; AID 624352;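 active means inhibition of the luminescence signal of 40% or more relative to plate controls, in a single-dose primary screen at 18.75 µM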
aDG glyco act – increases alpha dystroglycan glycosylation | Pro5-aDG cells, alpha-DG glycosylation AlphaScreen (IIH6); 0% Pro5, 100% B10-LARGE cell signal | activation, % at 10 µM | 360,000 compounds, 0.22% hits | AID 624168;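 active means activation of at least 8% versus controls, or a plate z-score of at least 8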;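 further: Pro5 are CHO cells carrying HIG-tagged alpha-DG that lacks glycosylation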
Exocytosis inh – blocks lytic granule exocytosis; TALL-104 LAMP-1 surface exposure, flow cytometry; cells stimulated with thapsigargin and PMA; inhibition, % at 10 µM; 360,000 compounds, 0.66% hits; AID 651702;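 active means inhibition above about 55%, limit read from the data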
CaV13 FRET inh – Primary screen for inhibitors of IQ motif and Ca2+-dependent inactivation inhibitor domain binding in CACNA1D, Förster resonance energy transfer in living cells, …; HEK cells, CFP/YFP FRET ICDI-IQ, plate reader, 10 min; percent FRET-ratio fall versus neutral wells; inhibition, % at 12.3 µM; 340,000 compounds, 0.098% hits;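 active means mean replicate inhibition of at least 30% and at least 1% of replicates passing that level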;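 further: 0% = median of the neutral control wells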
PDI turbidity – inhibitors of human protein disulfide isomerase; P07237; PDI insulin aggregation turbidity, A650, 90 min; inhibition, % at 10 µM; 350,000 compounds, 0.052% hits; AID 588391;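 active means mean inhibition across replicates of 30% or more, whatever share of single replicates reach that level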;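 further: absorbance from insulin aggregation driven by PDI reduction with DTT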
Target sequence (P07237 whole entry, looked up): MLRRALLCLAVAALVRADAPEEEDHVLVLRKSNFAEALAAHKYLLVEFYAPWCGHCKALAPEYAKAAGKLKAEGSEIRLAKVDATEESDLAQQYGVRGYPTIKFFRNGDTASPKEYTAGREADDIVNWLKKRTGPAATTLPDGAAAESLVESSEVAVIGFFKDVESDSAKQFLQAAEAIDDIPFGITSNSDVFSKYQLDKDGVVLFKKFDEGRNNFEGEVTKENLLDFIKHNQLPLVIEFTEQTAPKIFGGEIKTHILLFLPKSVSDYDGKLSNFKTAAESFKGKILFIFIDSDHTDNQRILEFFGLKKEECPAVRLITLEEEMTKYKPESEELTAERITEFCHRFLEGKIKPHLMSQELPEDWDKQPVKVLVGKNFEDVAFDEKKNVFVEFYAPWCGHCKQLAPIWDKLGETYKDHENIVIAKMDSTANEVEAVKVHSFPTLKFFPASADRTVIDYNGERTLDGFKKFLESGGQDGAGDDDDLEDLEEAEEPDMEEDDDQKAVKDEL
Vif inh – HIV Vif inhibition | HEK293T cells, Vif self-association by quenched fluorescence, imaging, 24 h | inhibition, % at 7.49 µM | 340,000 compounds, 0.35% hits; in the data active means inhibition above about 50%, passing the limit was not always enough; further: some results filed as inactive read as strong as hits
NR2E3 ag-2 – NR2E3 (human) agonism | inhibition of corepressor binding, % at 4.78 µM | Q9Y5X4 | AID 2300 | 320,000 compounds, 0.12% hits | GST-NR2E3/biotin-RetCOR TR-FRET, 1536-well;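 active means percent inhibition above the cutoff of mean plus 3 SD of all tested compounds, set per screening campaign, cut at about 20% in these data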;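 further: 0% = DMSO wells and 100% = biotin wells as full block of FRET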
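System: GST-NR2E3 and biotin-RetCOR proteins; probe or stimulus: 7 nM biotin-RetCOR; doses: compound at 4.8 µM, single dose; schedule: Compound–protein incubation for 5 h at 4 °C; detection: time-resolved FRET; read-out: percent inhibition; controls: biotin wells as high control, 0.6% DMSO wells as low control; format: 1536-well plates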
hiPSC survival – enhancers of human iPSC single-cell survival; AID 602274; survival enhancement, % at 20 µM; hiPSC single-cell survival, ATPlite luminescence; 100% = ROCK inhibitor wells, 0% = DMSO; 360,000 compounds, 0.044% hits; in the data active means survival enhancement above about 18%;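 further: cells exposed to compounds for 16 hours before the ATP read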
Active calls of the source: *; . = no result given. The order is random; overall some 3.5% were active at least once.

SMILES	TRPM1 prom inh	Peg3 prom inh	NR2E3 ag-1	HIF-2a inh	aDG glyco act	Exocytosis inh	CaV13 FRET inh	PDI turbidity	Vif inh	NR2E3 ag-2	hiPSC survival
O=C(CS(=O)(=O)c1ccc(Cl)c(Cl)c1)Nc1ccccc1Cl	-8.9	9.2	-2.8	17.1	-0.1	-0.6	-3.6	1.0	6.9	2.5	-0.3
C(=N\n1cnnc1)/c1cccc2ccccc12	17.9	20.0	-6.0	2.7	0.7	-0.2	-4.6	2.5	-6.5	0.9	8.9
C[C@@H](c1ccccc1)N1C[C@H](COCc2ccccc2)Oc2cc(N3CCC[C@H]3CO)ccc2S1(=O)=O	.	.	-26.6	10.5	-0.2	1.1	-8.3	.	.	.	0.0
O=C(CN1C(=O)COc2ccc(S(=O)(=O)N3CCCC3)cc21)NC1CC1	-9.4	3.2	-22.0	6.6	-0.1	-0.8	2.8	-1.9	-5.9	1.5	-0.3
O=C(NCc1cccc(Cl)c1)c1cccc2c(-c3cccnc3)coc12	.	-3.6	46.1	-28.3	1.4	-0.5	-5.4	2.4	-18.4	.	-3.5
COC(=O)C1=CO[C@@H](O)C2C(CO)=CCC12 (some centres not stated)	.	2.4	5.0	8.2	-0.3	-1.4	-5.5	-3.0	1.8	3.7	3.9
CCNc1ccc(C(=O)OCC(=O)NCc2ccccc2Cl)cc1[N+](=O)[O-]	-5.1	10.2	-19.8	0.9	0.3	-3.1	-2.5	-29.3	-11.6	0.7	-1.0
COC(=O)CNC(=O)COC(=O)c1cc(SC)ccc1Cl	-2.3	4.3	9.0	14.3	0.2	-1.2	-6.2	-0.9	17.5	0.4	1.3
Cn1cnc(C(=O)N2CCc3ccccc3C2)c1C(=O)N1CCc2ccccc2C1	1.8	3.4	7.0	-1.9	-0.1	-1.9	-4.1	-5.5	19.5	.	2.3
Cn1c(=O)c2c(ncn2Cc2ccc(Cl)cc2)n(C)c1=O	-5.6	6.9	-15.7	17.6	0.8	4.5	8.7	-5.0	-6.0	2.7	-1.3
O=C1NCCCC1C(=O)N/N=C/c1cccc(O)c1 (configuration not stated)	-2.7	-3.9	-2.1	4.5	0.1	0.0	-4.9	-6.4	1.8	-2.4	1.4
Cc1nc2ccccc2nc(C)c1=NOCC(=O)N(c1ccccc1)C(C)C	7.3	4.2	-74.9	0.1	1.0	-0.9	1.0	2.6	-0.1	1.6	-0.9

Random excerpt: 3 compounds from above, in no set order.
SMILES	TRPM1 prom inh	Peg3 prom inh	NR2E3 ag-1	HIF-2a inh	aDG glyco act	Exocytosis inh	CaV13 FRET inh	PDI turbidity	Vif inh	NR2E3 ag-2	hiPSC survival
COC(=O)CNC(=O)COC(=O)c1cc(SC)ccc1Cl	-2.3	4.3	9.0	14.3	0.2	-1.2	-6.2	-0.9	17.5	0.4	1.3
Cn1cnc(C(=O)N2CCc3ccccc3C2)c1C(=O)N1CCc2ccccc2C1	1.8	3.4	7.0	-1.9	-0.1	-1.9	-4.1	-5.5	19.5	.	2.3
Cc1nc2ccccc2nc(C)c1=NOCC(=O)N(c1ccccc1)C(C)C	7.3	4.2	-74.9	0.1	1.0	-0.9	1.0	2.6	-0.1	1.6	-0.9

Continued:
SMILES	TRPM1 prom inh	Peg3 prom inh	NR2E3 ag-1	HIF-2a inh	aDG glyco act	Exocytosis inh	CaV13 FRET inh	PDI turbidity	Vif inh	NR2E3 ag-2	hiPSC survival
Cn1nc(-c2ccc(Cl)cc2)c2cc(C(=O)NCc3ccco3)sc21	23.5	29.6	-0.3	11.4	-0.2	-10.9	1.4	-4.9	-17.7	0.5	-2.0
CC(C)(C)NC(=O)N1c2ccccc2Sc2ccccc21	-9.6	19.5	-4.8	22.5	0.4	0.5	-4.0	-7.9	.	0.9	-0.3
Cc1cc(F)c(F)c(C(=O)NC2CC2)c1Cl	-8.1	-18.0	2.3	-12.5	-0.1	0.3	-5.9	-2.5	-5.9	-3.3	-1.4
COc1ccc(-c2ccc(NS(=O)(=O)c3cc([N+](=O)[O-])ccc3C)cc2)nn1	-2.6	-8.9	4.8	9.3	0.2	-1.9	-7.9	2.5	-7.0	3.0	-0.3
COc1ccc(CN(C)S(=O)(=O)c2nnc(NC(=O)c3ccccc3)s2)cc1OC	-0.9	43.7	1.1	7.2	0.0	-2.1	-15.2	-4.0	-5.1	2.9	0.0
Cc1ccn2cc(C(=O)NCc3ccco3)nc2c1	-22.5	-37.4	-14.3	-53.4	0.0	-2.2	0.4	-5.7	2.1	-3.3	-0.3
Cc1cccc(N2CCN(C(=O)c3ccc(NS(=O)(=O)c4ccc5[nH]c(=O)[nH]c5c4)cc3)CC2)c1C	-5.6	9.1	-16.5	16.6	0.0	-2.1	-4.6	9.0	.	1.7	0.1
COc1ccc(NC(=O)CN(C)C(=O)c2oc3ccccc3c2C)cc1	19.9	13.0	-7.4	22.7	-0.3	3.0	-3.7	-2.0	-0.8	4.4	-1.8
C/C(Cl)=C\Cn1c(Nc2ccc(C)cc2)nc2c1c(=O)n(C)c(=O)n2C	-22.8	-6.9	35.0	-3.7	1.9	1.2	-4.3	2.1	.	2.5	0.9
CCc1ccc2c(c1)cc(CN(C(=S)Nc1ccc(Cl)cc1)C1CC1)c1nnnn12	-9.9	8.6	-7.7	4.2	0.4	-0.7	-5.5	-0.4	-1.0	-0.4	0.9
CSc1nc2sc3c(c2c2nncn12)CCC3	-7.1	11.5	-8.7	6.8	0.0	-1.9	-5.7	2.0	0.6	-1.5	-1.1
NC(=O)Cc1ccc(Nc2nnc(-c3ccccc3)c3ccccc23)cc1	-0.8	-11.3	-15.2	8.0	-0.2	-4.3	-14.8	-5.6	2.9	-0.4	2.7
CCCN1C(=O)C(=O)c2cc(C)ccc21	-15.0	-4.4	-1.9	2.6	-0.1	15.1	-10.2	-13.5	-0.4	.	-1.5
CCS(=O)(=O)c1ccc2c(c1)N(S(=O)(=O)c1ccc(Cl)cc1)CC(C(=O)O)O2 (configuration not stated)	7.6	11.8	6.8	6.1	0.0	1.1	-2.3	2.2	-6.9	2.7	5.5
CCN(CC(=O)NC1CCS(=O)(=O)C1)c1nc(-c2cccnc2)nc2ccccc12 (configuration not stated)	-5.4	-4.2	-10.1	11.4	-0.5	-1.4	-4.1	-10.0	-10.6	4.5	-1.5
S=C1NCCN1CC1CCN(CCCC2CCCC2)CC1	-3.0	5.2	-3.9	1.7	0.0	-2.5	.	2.2	.	.	-0.4
O=C(O)c1cc(-n2nnnc2SCc2ccccc2F)ccc1Cl	1.7	-8.7	14.7	16.2	0.4	-0.8	4.7	-4.7	4.8	-0.7	3.1
O=C(Cn1c(=O)sc2ccccc21)Nc1ccc2c(c1)OCCO2	-1.7	-6.5	-9.7	-7.3	0.4	-0.2	-4.8	-2.1	-4.8	1.1	-0.5
O=C(O/N=C1\CCS(=O)(=O)c2sccc21)c1c(F)cccc1F	-17.5	5.9	2.6	5.3	-0.5	-1.3	-16.9	5.4	10.1	-2.1	-2.3
C1=C2C[N+]3(CCCC3)CC2Cc2ccc3ccccc3c21 (configuration not stated)	0.3	42.7	-26.7	10.1	-0.1	-6.1	-4.8	5.9	3.5	-0.6	-3.3
CC(C)(Oc1ccc(Cl)cc1)C(=O)NCC(c1ccco1)N1CCCCC1 (configuration not stated)	6.5	10.4	21.5	11.9	1.3	8.9	-6.0	-13.1	1.0	3.4	-0.4
N#Cc1c(N)nc2c(c1-c1ccc3c(c1)OCO3)CCCCCC2	13.6	20.4	-22.9	29.5	-0.1	1.3	.	-6.0	-13.4	3.2	-1.3
C[C@@H](CN=[N+]=[N-])CN1CC[C@H](O)CCC1=O	0.5	7.8	-16.9	7.7	0.2	-4.9	-4.8	14.9	-5.2	3.0	-3.1
O=C(c1csc2ccccc12)n1cccn1	-7.4	11.8	-2.5	19.7	-0.1	3.9	-8.0	-18.1	5.5	-1.4	0.8

Part of the list above, reformatted.
COc1ccc(NC(=O)CN(C)C(=O)c2oc3ccccc3c2C)cc1
  TRPM1 prom inh: 19.9	Peg3 prom inh: 13.0	NR2E3 ag-1: -7.4	HIF-2a inh: 22.7	aDG glyco act: -0.3	Exocytosis inh: 3.0	CaV13 FRET inh: -3.7	PDI turbidity: -2.0	Vif inh: -0.8	NR2E3 ag-2: 4.4	hiPSC survival: -1.8
C/C(Cl)=C\Cn1c(Nc2ccc(C)cc2)nc2c1c(=O)n(C)c(=O)n2C
  TRPM1 prom inh: -22.8	Peg3 prom inh: -6.9	NR2E3 ag-1: 35.0	HIF-2a inh: -3.7	aDG glyco act: 1.9	Exocytosis inh: 1.2	CaV13 FRET inh: -4.3	PDI turbidity: 2.1	Vif inh: .	NR2E3 ag-2: 2.5	hiPSC survival: 0.9
CCc1ccc2c(c1)cc(CN(C(=S)Nc1ccc(Cl)cc1)C1CC1)c1nnnn12
  TRPM1 prom inh: -9.9	Peg3 prom inh: 8.6	NR2E3 ag-1: -7.7	HIF-2a inh: 4.2	aDG glyco act: 0.4	Exocytosis inh: -0.7	CaV13 FRET inh: -5.5	PDI turbidity: -0.4	Vif inh: -1.0	NR2E3 ag-2: -0.4	hiPSC survival: 0.9
CSc1nc2sc3c(c2c2nncn12)CCC3
  TRPM1 prom inh: -7.1	Peg3 prom inh: 11.5	NR2E3 ag-1: -8.7	HIF-2a inh: 6.8	aDG glyco act: 0.0	Exocytosis inh: -1.9	CaV13 FRET inh: -5.7	PDI turbidity: 2.0	Vif inh: 0.6	NR2E3 ag-2: -1.5	hiPSC survival: -1.1

Additional compounds follow.
SMILES	TRPM1 prom inh	Peg3 prom inh	NR2E3 ag-1	HIF-2a inh	aDG glyco act	Exocytosis inh	CaV13 FRET inh	PDI turbidity	Vif inh	NR2E3 ag-2	hiPSC survival
CC(C)NC(=O)c1ccccc1NC(=O)Cc1ccc(Cl)cc1	6.0	14.7	-0.4	8.2	0.1	4.2	-10.3	-7.4	11.1	3.0	-1.6
N#Cc1ccccc1NC(=O)CSc1nnc(-c2ccccc2O)n1-c1ccccc1	-0.4	31.9	-35.1	8.7	0.2	1.5	-9.0	10.3	0.7	1.1	-2.1
CC1CN(CCCCOc2cccc(Oc3ccccc3)c2)CC(C)O1 (configuration not stated)	2.7	11.2	4.9	3.5	0.8	-1.2	-3.3	-1.9	1.0	-0.8	0.2
CCn1nc(C)c(C2C(C#N)=C(N)OC3=C2C(=O)CCC3)c1C (configuration not stated)	-7.6	10.5	-28.1	22.9	-0.1	7.3	-3.5	0.1	.	0.0	2.0
Cc1ccc(C)n1-c1ccc(N2CCOCC2)cc1	9.3	3.1	-1.0	-3.4	-0.3	-2.7	-6.7	-2.9	-5.3	-2.1	-0.8
CCN1CCN(CC(O)COc2ccc3c(C)cc(=O)oc3c2)CC1 (configuration not stated)	6.7	-0.7	-5.6	-0.8	-0.1	-11.1	-4.1	2.4	8.3	3.7	-0.7
COc1ccc(C(=O)NCCc2nnc(SCC(=O)Nc3ccccc3F)n2C)cc1	-18.7	-30.6	-11.5	-40.4	-0.2	4.0	-2.5	19.0	-5.3	0.5	-0.1
CCc1nc2c(OCc3cc(Cl)cc(Cl)c3)cccn2c1N(C=O)Cc1ccccc1	.	37.6	-24.2	-13.1	0.6	-4.3	-7.5	-4.9	-11.0	.	1.0
